proCasp3 act – activates human procaspase-3; recombinant procaspase-3 D3A, Ac-DEVD-pNA absorbance 405 nm; AID 463141; hit rate 0.11% among 330,000; activation, % at 8.5 µM; P42574;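 active = activation above the mean of all tested compounds plus 3 SD, cut at about 21% in these data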;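 note: 0% = DMSO alone and 100% = DMSO wells spiked with extra 5 µM PC-3 D3A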
Target sequence (P42574 whole entry D9A/D28A/D175A): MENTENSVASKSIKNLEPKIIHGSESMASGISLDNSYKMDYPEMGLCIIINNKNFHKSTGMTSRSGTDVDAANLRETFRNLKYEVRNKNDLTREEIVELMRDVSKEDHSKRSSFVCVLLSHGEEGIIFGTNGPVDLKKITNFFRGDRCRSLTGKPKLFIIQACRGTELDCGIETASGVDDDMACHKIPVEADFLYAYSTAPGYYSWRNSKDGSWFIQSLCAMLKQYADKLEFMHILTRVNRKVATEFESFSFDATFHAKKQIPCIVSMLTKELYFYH
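Assay system – Procaspase-3 D3A mutant, all three cleavage aspartates alanine · Controls – DMSO-only low control, 5 µM PC-3 D3A high control · Schedule – 1 h compound preincubation, 2 h substrate hydrolysis at 25 °C · Signal – 405 nm absorbance of p-nitroaniline, reads at 0 and 120 min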
PP5 inh – blocks human protein phosphatase 5 activity | inhibition, % at 6.7 µM | AID 1987 | purified PP5c, OMFP substrate fluorescence | P53041 | hit rate 0.18% among 320,000;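 active = inhibition above the campaign's mean inhibition across all tested compounds plus 3 SD, cut at about 9.5% in these data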;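 note: 0% = DMSO only and 100% = 100 µM cantharidin control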
Target sequence (P53041 whole entry, looked up): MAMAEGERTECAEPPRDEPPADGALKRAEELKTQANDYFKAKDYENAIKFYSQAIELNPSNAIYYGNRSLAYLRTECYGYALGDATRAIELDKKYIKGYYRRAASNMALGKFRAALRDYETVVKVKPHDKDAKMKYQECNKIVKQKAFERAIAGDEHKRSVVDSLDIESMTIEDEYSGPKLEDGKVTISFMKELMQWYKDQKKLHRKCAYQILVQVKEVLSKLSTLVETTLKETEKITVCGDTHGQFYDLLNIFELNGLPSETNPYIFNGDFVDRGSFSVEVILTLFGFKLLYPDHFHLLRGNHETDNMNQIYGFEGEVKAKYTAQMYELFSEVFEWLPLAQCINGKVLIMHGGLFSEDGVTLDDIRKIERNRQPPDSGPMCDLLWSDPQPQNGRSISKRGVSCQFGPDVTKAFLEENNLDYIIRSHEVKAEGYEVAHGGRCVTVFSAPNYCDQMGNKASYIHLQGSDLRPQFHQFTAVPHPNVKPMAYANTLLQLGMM
PP1 inh – PP1-alpha (human) inhibition in PP5 counter-screen; P62136; purified PP1alpha, OMFP fluorescence; inhibition, % at 6.7 µM; hit rate 0.9% among 320,000; AID 2235;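 active = inhibition above the mean inhibition of all tested compounds plus 3 SD, computed separately for each screening campaign, cut at about 15% in these data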
Efflux pump mplx – blocks antifungal efflux pumps in multiplex yeast assay; S. cerevisiae Candida pump triplex, Nile Red efflux; inhibition, % at 10 µM; hit rate 0.44% among 330,000;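 active = plate passing quality check with inhibition over a set limit, or well fluorescence over plate mean plus 4 SD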;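 note: Nile Red retained in pooled yeast measured as flow cytometry median fluorescence; 0% = buffer negative control and 100% = Enniatin B positive control; higher means more Nile Red kept so more efflux inhibition; some compounds called inactive have numbers as strong as hits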
JMJD2C inh – inhibitors of human GASC-1 (JMJD2C) demethylase; hit rate 0.069% among 330,000; Q9H3R0; GST-JMJD2C(1-420) H3K9me3 demethylation, DELFIA europium; inhibition, % at 2.35 µM;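 active = more than half of a compound's replicate wells show inhibition beyond 50%, single wells judged on their own value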;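 note: signal counts dimethyl H3K9 product captured on neutravidin plate; 0% = median of DMSO wells and 100% = 0.3 times that DMSO median; strong numbers were not always called active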
proCasp7 act – activates human procaspase-7, counter-screen for procaspase-3 activators; activation, % at 8.5 µM; hit rate 0.093% among 330,000; recombinant procaspase-7, Ac-DEVD-pNA absorbance 405 nm; D23A/D198A/D206A triple mutant, cannot self-cleave; scale: DMSO 0, 5 µM enzyme 100;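 active = percent activation above the screen-wide mean plus 3 SD, cut at about 25% in these data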
Target sequence (P55210 whole entry D23A/D198A/D206A): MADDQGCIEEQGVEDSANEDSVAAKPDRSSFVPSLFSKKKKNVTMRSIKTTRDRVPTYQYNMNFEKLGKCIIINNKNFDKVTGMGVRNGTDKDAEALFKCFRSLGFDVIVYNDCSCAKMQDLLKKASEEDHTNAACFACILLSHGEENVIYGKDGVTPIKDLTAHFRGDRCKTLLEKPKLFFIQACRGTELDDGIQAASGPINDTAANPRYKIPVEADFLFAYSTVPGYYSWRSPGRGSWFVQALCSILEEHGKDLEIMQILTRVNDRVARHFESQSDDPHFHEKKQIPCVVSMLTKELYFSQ
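Assay system: Uncleavable procaspase-7 mutant enzyme | Input: 2 µM procaspase-7 mutant as dispensed | Timing: 1 h compound preincubation, 2 h substrate cleavage, 25 °C | Repeats: One well per compound | Control set: DMSO wells as 0%, DMSO with 5 µM added PC-7 as 100% | Technique: Epi-absorbance of released pNA at 405 nm, two timepoints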
Fh CTSL1 inh – counter-screen for PFM18AAP inhibitors: inhibitors of F. hepatica cathepsin L1. recombinant F. hepatica cathepsin L1, Z-Leu-Arg-MCA fluorescence. hit rate 0.49% among 300,000. AID 1906. inhibition, % at 5.96 µM;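 active = inhibition above the mean of all tested compounds plus 3 SD, set per screening campaign, cut at about 17% in these data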;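 note: 0% = plate median of test compound wells and 100% = 1 µM Z-Phe-Ala-diazomethylketone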
TPT1 inhibitor – C. albicans TPT1 enzyme inhibition | AID 1962 | recombinant caTPT1, FP RNA substrate dephosphorylation | inhibition, % at 5 µM | hit rate 0.81% among 300,000;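 active = inhibition above the mean of all tested compounds plus 3 SD, set per screening campaign, cut at about 24% in these data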;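 note: plate controls were DMSO alone for no effect and ferristatin control at 100 nM for full effect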
HCV core dimer – blocks dimerization of HCV core protein. TR-FRET GST/Flag-core106 dimerization, 1536-well. inhibition, % at 5 µM. hit rate 0.33% among 300,000;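 active = inhibition above the mean of all tested compounds plus 3 SD, set per screening campaign, cut at about 45% in these data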
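Assay system – GST-tagged and Flag-tagged HCV core protein residues 1-106 · Quantity – core106 proteins, GST 13.5 nM and Flag 17 nM · Benchmarks – unlabelled core106 and no-GST-core106 wells · Read-out basis – percent inhibition of core106 dimerization signal · Detection – time-resolved FRET, ex 340 nm, em 617 and 671 nm · Schedule – 4 h at 22.5 °C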
An asterisk follows results filed as active; / = not tested or not shown; & = joins results of further samples. Hits appear at their usual frequency, and some 2.9% of all compounds hit somewhere here.

#1 O=C(NC1CC1)C1=C[C@H](c2c[nH]c3ccccc23)C[C@H](OCCCCO)O1
#2 COc1ccc(C(CNc2ccc(S(=O)(=O)N3CCCC3)cc2[N+](=O)[O-])N2CCCC2)cc1 (stereo unspecified)
#3 O=C(NCc1n[nH]c(=S)n1-c1ccc(F)cc1)c1ccc(S(=O)(=O)N2CCCC2)cc1
#4 CCOC(=O)c1csc(NC(=O)c2ccc(C#N)cc2)n1
#5 COc1c2c(cc3oc(=O)c4c5ccc(O)cc5oc4c13)OC(C)(C)CC2
#6 COc1cccc(-c2nc(C#N)c(N3CCN(C(=O)c4ccco4)CC3)o2)c1
#7 CCOC(=O)c1c(CN2CCOCC2)oc2ccc(OC)cc12
#8 N/C(=N\OC(=O)c1ccc(Br)o1)c1cccnc1
#9 C=C(C)C(=O)Nc1cccc(C2=NOC3(C2)C[C@@H](C(N)=O)N(C(=O)c2ccc(Cl)cc2)C3)c1 (stereo partly specified)
#10 CSc1nnc(-c2ccc(O)cc2)n1C

assay / compound	1	2	3	4	5	6	7	8	9	10
proCasp3 act	5	-2	11	0	12	-2	0	-8	5	7
PP5 inh	0.4	3.0	0.1	-2.0	1.9	-2.2	0.1	-1.0	1.4	0.3
PP1 inh	0	0	-3	0	-5	-5	-2	-4	6	-1
Efflux pump mplx	-0.1	-0.1	-0.1	0.1	0.3	0.1	0.0	0.1	-0.2	0.0
JMJD2C inh	-2	-10	-2	2	7	15	31	-1	24	6
proCasp7 act	-9	-2	5	-1	-4	7	0	6	5	-3
Fh CTSL1 inh	0	-3	-5	-2	-2	-2	-4	-4	-5	-3
TPT1 inhibitor	6	0	-1	3	-6	0	0	1	-2	1
HCV core dimer	-9	3	-4	0	3	13	-7	-1	-200	-7

#11 COc1ccc(CN(C(=O)CN2C(=O)COc3ccccc32)C2CCCC2)c(OC)c1
#12 CC(C)c1ccc(C2NC(=O)c3ccccc3O2)cc1 (stereo unspecified)
#13 CCOC(=O)c1c(S(=O)(=O)N2CCCC(C(=O)Nc3cccc(C)n3)C2)c(C)n(C)c1C (stereo unspecified)
#14 Cc1ccc(NC(=O)CC2SCCNC2=O)cc1[N+](=O)[O-] (stereo unspecified)
#15 Cc1cccc(NC(=O)CSc2nc(NS(=O)(=O)c3ccccc3)cc(=O)[nH]2)c1
#16 COCc1ccc(C(=O)N2CCCC(CCC(=O)NCc3ccccc3F)C2)o1 (stereo unspecified)
#17 O=C(COC(=O)CCc1c[nH]c2ccccc12)Nc1ccccc1C(F)(F)F
#18 CCOc1ccc(C(=O)NCC2OCCc3ccccc32)cc1 (stereo unspecified)
#19 CCC(N=c1cc(-c2ccc(OC)c(OC)c2)oc2ccc(C)cc12)C(=O)O (stereo unspecified)
#20 CC(Sc1nnc(N)s1)C(=O)Nc1ccc(N2CCOCC2)cc1 (stereo unspecified)

assay / compound	11	12	13	14	15	16	17	18	19	20
proCasp3 act	-8	12	3	-4	0	1	4	3	0	-4
PP5 inh	5.5	2.1	-1.5	-0.7	-1.7	1.0	0.4	1.5	4.2	0.3
PP1 inh	1	3	-1	-1	1	-3	-3	-3	0	-1
Efflux pump mplx	0.2	0.0	-0.1	-0.1	0.0	0.1	-0.1	-0.1	0.0	0.1
JMJD2C inh	9&1	-4	22	-4	3	0	-4	0	-2	2
proCasp7 act	-7	10	6	18	2	13	7	-7	-4	-3
Fh CTSL1 inh	3	-2	-3	-3	10	-2	/	0	0	-3
TPT1 inhibitor	-1	-1	1	-1	-5	2	/	-3	0	6
HCV core dimer	10	-3	0	-2	1	2	/	3	-2	11

#21 O=C(C[C@H]1C/C=C\C[C@@H](Cc2ccc(F)cc2)C(=O)OC[C@H]2CCCN2C1=O)N[C@@H](CO)Cc1ccccc1
#22 COCCN(Cc1nnc(-c2cccs2)o1)C(=O)c1cccc(S(=O)(=O)N2CCOCC2)c1
#23 CC(C)NC(=O)N1c2ccccc2Sc2ccccc21
#24 COCCNC(=O)c1ccc(C(=O)NCCOC)s1
#25 O=C(NCCN1CCOCC1)/C(=C/c1ccc(F)cc1)NC(=O)c1ccccc1
#26 O=C(Nc1cnccn1)Nc1ccccc1Cl
#27 COc1cc(NC(=S)NCCCN2CCOCC2)c(OC)cc1NC(=O)c1ccco1
#28 CCn1c(SCC(=O)NC2CC2)nnc1-c1ccc(OC)cc1
#29 O=C(Nc1nccs1)c1cccnc1
#30 CCCCN1C(=O)/C(=C2/Sc3ccccc3N2C)S/C1=N\c1ncn[nH]1

assay / compound	21	22	23	24	25	26	27	28	29	30
proCasp3 act	3	5	-5	4	-6	2	4	-3	3	-2
PP5 inh	/	0.4	-0.4	1.7	-0.8	0.7	0.7	0.0	0.4	-1.7
PP1 inh	/	-5	2	-4	-3	-1	2	-2	1	15
Efflux pump mplx	-0.1	-0.1	-0.2	0.1	0.2	0.1	0.2	-0.1	-0.1	0.2
JMJD2C inh	6	-1	10	2	-14	-2	-10	18	11	0
proCasp7 act	4	3	-4	3	3	7	6	-17	-12	3
Fh CTSL1 inh	/	/	-1	-1	-4	-3	4	5	-2	3
TPT1 inhibitor	/	/	-3	0	-1	1	1	-3	2	21
HCV core dimer	/	/	3	2	-3	7	2	-10	-16	-2

Single records, from the list above. Screens in order: proCasp3 act | PP5 inh | PP1 inh | Efflux pump mplx | JMJD2C inh | proCasp7 act | Fh CTSL1 inh | TPT1 inhibitor | HCV core dimer
Record of `COCCNC(=O)c1ccc(C(=O)NCCOC)s1` : 4 | 1.7 | -4 | 0.1 | 2 | 3 | -1 | 0 | 2
Record of `O=C(Nc1cnccn1)Nc1ccccc1Cl` : 2 | 0.7 | -1 | 0.1 | -2 | 7 | -3 | 1 | 7

Next part.
#31 COc1ccc(OCC(=O)N2c3ccccc3CC2C)c([N+](=O)[O-])c1 (stereo unspecified)
#32 O=C(CN(C(=O)c1ccc(Cl)cc1)N1C(=O)C2CCCCC2C1=O)c1ccc(Cl)cc1 (stereo unspecified)
#33 CCC/C(=N\NC(=O)C1CC1)c1ccccc1
#34 CCN(CC(=O)Nc1c(F)cccc1F)C(=O)c1ccc(N2CCCCC2)c([N+](=O)[O-])c1
#35 CCCNC(=O)CS(=O)Cc1nc(-c2ccccc2C)oc1C (stereo unspecified)
#36 CC(C)NC(=O)COC(=O)c1ccc(S(=O)(=O)N2CCCC2)cc1
#37 CCOC(=O)c1ccc(NC(=O)Nc2cccc(C)n2)cc1
#38 COc1cccc(CC(Cc2nc3ccccc3[nH]2)c2nc3ccccc3[nH]2)c1 (stereo unspecified)
#39 O=C(O)Cc1c(C(=O)O)nnn1-c1cccc(C(F)(F)F)c1
#40 COc1ccc(OC)c(NC(=O)CSc2ncnc3c2cnn3-c2ccccc2Cl)c1

assay / compound	31	32	33	34	35	36	37	38	39	40
proCasp3 act	-2	10	-6	1	9	-4	-9	-1	1	7
PP5 inh	/	0.9	-1.9	0.9	-0.1	1.6	2.2	1.5	-0.4	-1.1
PP1 inh	/	-1	-2	-9	-1	-2	0	-1	-4	0
Efflux pump mplx	0.0	0.1	0.1	-0.1	-0.3	0.1	-0.1	0.1	-0.1	0.1
JMJD2C inh	-3	5	-6	-2	-3	-7	4	4	-4	0
proCasp7 act	-1	-1	5	3	3	-8	-5	-9	4	4
Fh CTSL1 inh	/	-1	1	-5	-4	-4	1	-4	4	5
TPT1 inhibitor	/	2	1	-1	-5	1	0	2	-4	-5
HCV core dimer	/	1	2	1	17	0	7	5	-3	0

#41 O=C1Cc2cccc3cccc1c23
#42 Cc1ccccc1OCCNC(=O)/C=C/c1ccc([N+](=O)[O-])cc1
#43 Fc1ccc(NC(=S)N2N=CCC2c2ccccc2)cc1 (stereo unspecified)
#44 Clc1ccc(Cn2cc(Br)cn2)cc1Cl
#45 CCOC(=O)C(C)Oc1ccc2c(CC)cc(=O)oc2c1C (stereo unspecified)
#46 CC1CCCN(CCOc2ccc3ccccc3c2Br)C1 (stereo unspecified)
#47 COc1ccc(N2C(=O)CSC23C(=O)Nc2ccccc23)cc1OC (stereo unspecified)
#48 O=C(NCC[C@@H]1C[C@@H]2C=C[C@H]1C2)c1cc(COc2ccc(F)cc2F)on1
#49 Cc1cc(C)nc(SCC(=O)Nn2cnnc2)n1
#50 COCCCNC(=O)C1CC(=O)OC1c1ccc(OC)c(OC)c1 (stereo unspecified)

assay / compound	41	42	43	44	45	46	47	48	49	50
proCasp3 act	5	-6	-2	0	0	-3	3	-1	-3	14
PP5 inh	0.2	2.6	-0.5	1.5	1.8	0.1	4.4	0.6	0.7	-4.7
PP1 inh	-2	-2	-3	1	2	-5	-3	5	2	9
Efflux pump mplx	-0.1	-0.2	-0.1	0.0	-0.1	0.1	0.0	0.1	0.0	-0.2
JMJD2C inh	3	-2	0	-6	-6	9	2	-11	-1	23
proCasp7 act	-2	0	15	6	-5	-2	0	-2	10	2
Fh CTSL1 inh	1	-1	2	-1	0	-3	-3	-1	-2	10
TPT1 inhibitor	3	-2	-3	-2	-7	-2	-3	5	0	-2
HCV core dimer	-2	9	-1	11	3	7	2	-5	2	-6

#51 CCCCCCCC(O)CC(CC1CCCCC1)C(=O)NN (stereo unspecified)
#52 Cc1cc(NC(=O)CSc2nc(=O)n(CCN(C)C)c3c2CCCC3)no1
#53 COc1ccc(C(O)c2nccc3cc(OC)c(OC)cc23)cc1OC (stereo unspecified)
#54 CCCCOc1cccc(-c2cc(C(=O)NNC(=S)NCC)c3ccccc3n2)c1
#55 CCCCOc1ccc(C(=O)NCCOc2cccc(OC)c2)cc1
#56 COC(=O)c1c(NC(=O)c2ccco2)sc2c1CCN(C(C)C)C2
#57 CCCOc1ccc(C2/C(=C(\O)c3c(C)[nH]c(C(=O)OC)c3C)C(=O)C(=O)N2CCN(C)C)cc1 (stereo unspecified)

assay / compound	51	52	53	54	55	56	57
proCasp3 act	-7	-5	1	0	2	5	-8
PP5 inh	4.4	1.0	0.4	0.9	9.8*	0.7	-0.7
PP1 inh	3	-2	1	-2	-1	1	-1
Efflux pump mplx	0.0	0.0	-0.1	-0.2	-0.3	-0.1	0.0
JMJD2C inh	-2	-25	29	7	12	-9	1
proCasp7 act	1	1	2	-5	1	5	-3
Fh CTSL1 inh	0	1	5	5	0	0	2
TPT1 inhibitor	-2	1	0	1	-2	1	-4
HCV core dimer	-7	-1	0	6	4	-8	1

As a working copy, 2 of the compounds above:
#56 COC(=O)c1c(NC(=O)c2ccco2)sc2c1CCN(C(C)C)C2
#57 CCCOc1ccc(C2/C(=C(\O)c3c(C)[nH]c(C(=O)OC)c3C)C(=O)C(=O)N2CCN(C)C)cc1 (stereo unspecified)

assay / compound	56	57
proCasp3 act	5	-8
PP5 inh	0.7	-0.7
PP1 inh	1	-1
Efflux pump mplx	-0.1	0.0
JMJD2C inh	-9	1
proCasp7 act	5	-3
Fh CTSL1 inh	0	2
TPT1 inhibitor	1	-4
HCV core dimer	-8	1

Assay outcomes: PubChem BioAssay, several laboratories
